# NR5A2 inv ag – NR5A2 inverse agonism in reporter assay. O00482. HEK293T StAR-luciferase reporter, LRH-1 transfected, 24 h. inhibition, % at 3.6 µM. actives 0.13% (n = 360,000). AID 602396;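 active = inhibition above the mean inhibition of all tested compounds plus 3 SD, cut at about 73% in these data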;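 also: 0% = DMSO wells and 100% = reporter-only cells lacking LRH-1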
# CF NFkB block – inhibitors of cystic fibrosis induced NF-kB. actives 0.86% (n = 360,000). inhibition, % at 5 µM. AID 588850. KKLEB NF-kB-GFP reporter, PAF-induced, GFP fluorescence overnight;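 active = at least 50% inhibition at 5 µM, scaled per plate between neutral and stimulator controls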;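 also: PAF is a Pseudomonas aeruginosa culture filtrate used as stimulus; plate controls were PAF-stimulated DMSO wells for no effect and unstimulated DMSO wells for full effect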
# NCOA3 inh – inhibitors of human steroid receptor coactivator 3 (SRC3). Q9Y6Q9. HEK293 GAL4-SRC3 luciferase reporter, luminescence. inhibition, % at 3.6 µM. actives 0.17% (n = 360,000);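 active = inhibition above a per-campaign cutoff, the mean of all compounds plus 3 SD, cut at about 60% in these data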;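 also: 0% = DMSO-treated cells and 100% = gossypol-treated cells at 36 µM; higher means less SRC3-driven luciferase light from the GAL4 reporter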
# TROY signal inh – inhibitors of TROY-dependent NF-kB signaling. actives 0.98% (n = 360,000). Q293 LMP1-TROYcd NF-kB luciferase reporter, 4 h. inhibition, % at 10 µM;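 active = compounds whose plate-normalised and pattern-corrected inhibition of the luciferase reporter signal at the single screening dose is 50% or more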
# KKLEB cytotox – reduces viability of KKLEB cystic fibrosis airway cells; AID 602141; KKLEB CF airway cells viability, ATPlite luminescence, overnight; stronger effect = lower value; cells stimulated with P. aeruginosa culture filtrate; actives 0.36% (n = 360,000); activity change (cytotoxicity), % at 5 µM;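 active = corrected activity change at or below -50% at 5 µM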
# TWEAK Fn14 block – inhibitors of TWEAK-Fn14 interaction signaling; actives 2% (n = 360,000); inhibition, % at 10 µM; AID 1159606; TWEAK-stimulated Fn14 reporter cells, luciferase luminescence, 8 h; in the data active = inhibition above about 50%
# NCOA1 inh – human NCOA1 inhibition | AID 588354 | HEK293 GAL4-SRC1 luciferase reporter, luminescence | actives 0.12% (n = 360,000) | inhibition, % at 3.6 µM;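 active = inhibition above the campaign mean plus 3 SD, with each screening campaign given its own cutoff, cut at about 60% in these data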;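 also: 0% = DMSO treated cells and 100% = gossypol at 36 µM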
# EBV LMP1 NFkB – reduces LMP1-driven NF-kappaB luciferase signal; inhibition, % at 12.5 µM; actives 0.69% (n = 350,000); AID 504558; LMP1-induced NF-kappaB luciferase reporter cells, luminescence; in the data active = inhibition above about 41%;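 also: 0% = neutral control wells and 100% = reference inhibitor control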
# NCOA2 inhibitor – human SRC2 (NCOA2) inhibition. actives 0.17% (n = 370,000). HEK293 GAL4-SRC2 luciferase reporter, luminescence. Q15596. inhibition, % at 9 µM;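 active = inhibition above the mean inhibition of all tested compounds plus 3 SD, set per campaign, cut at about 52% in these data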;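 also: 0% = DMSO treated cells and 100% = cells given Gossypol at 36 µM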
# Target sequence (Q15596 whole entry, looked up, the tested form may be a part): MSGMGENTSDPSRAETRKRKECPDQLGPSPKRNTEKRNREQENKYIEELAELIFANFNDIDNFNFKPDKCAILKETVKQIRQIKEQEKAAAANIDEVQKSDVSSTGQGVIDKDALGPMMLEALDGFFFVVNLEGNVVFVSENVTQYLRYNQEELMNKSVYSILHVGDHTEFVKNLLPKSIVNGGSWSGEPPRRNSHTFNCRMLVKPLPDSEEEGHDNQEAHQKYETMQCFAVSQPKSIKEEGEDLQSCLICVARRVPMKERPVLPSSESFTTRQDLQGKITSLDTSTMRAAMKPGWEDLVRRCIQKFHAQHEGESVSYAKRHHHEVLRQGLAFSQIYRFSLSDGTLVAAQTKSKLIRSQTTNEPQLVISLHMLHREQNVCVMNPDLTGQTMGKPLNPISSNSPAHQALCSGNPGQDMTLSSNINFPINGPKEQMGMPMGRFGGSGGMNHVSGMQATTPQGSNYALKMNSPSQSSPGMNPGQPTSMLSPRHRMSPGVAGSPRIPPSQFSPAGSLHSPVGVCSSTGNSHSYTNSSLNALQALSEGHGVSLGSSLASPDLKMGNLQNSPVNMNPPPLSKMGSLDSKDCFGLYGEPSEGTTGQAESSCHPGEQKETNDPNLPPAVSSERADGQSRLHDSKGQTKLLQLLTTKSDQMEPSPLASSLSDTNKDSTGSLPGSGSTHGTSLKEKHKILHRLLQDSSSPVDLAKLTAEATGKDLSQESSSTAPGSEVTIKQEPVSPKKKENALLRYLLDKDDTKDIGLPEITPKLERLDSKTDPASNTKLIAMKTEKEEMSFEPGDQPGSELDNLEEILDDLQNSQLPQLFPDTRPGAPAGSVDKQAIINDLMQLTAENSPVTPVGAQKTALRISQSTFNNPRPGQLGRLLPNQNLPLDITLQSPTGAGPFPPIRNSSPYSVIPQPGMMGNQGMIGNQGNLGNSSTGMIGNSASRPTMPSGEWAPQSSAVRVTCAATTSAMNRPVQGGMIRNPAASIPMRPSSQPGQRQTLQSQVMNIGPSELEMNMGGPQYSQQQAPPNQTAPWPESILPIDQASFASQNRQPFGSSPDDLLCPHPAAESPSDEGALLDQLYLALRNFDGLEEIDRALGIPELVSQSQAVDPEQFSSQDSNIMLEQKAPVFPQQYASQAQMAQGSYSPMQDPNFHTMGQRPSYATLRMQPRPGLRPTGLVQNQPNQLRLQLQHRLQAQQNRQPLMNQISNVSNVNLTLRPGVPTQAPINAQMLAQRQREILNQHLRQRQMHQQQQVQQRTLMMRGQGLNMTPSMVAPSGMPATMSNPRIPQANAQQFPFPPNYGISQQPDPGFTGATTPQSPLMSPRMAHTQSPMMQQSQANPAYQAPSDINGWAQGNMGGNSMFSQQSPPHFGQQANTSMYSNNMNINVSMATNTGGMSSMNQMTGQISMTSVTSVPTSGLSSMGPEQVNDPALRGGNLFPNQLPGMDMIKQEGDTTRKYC
# C8 TRAIL sens – sensitizes caspase-8 expressing cells to TRAIL; NB7+C8 cells + TRAIL, ATPlite viability luminescence; inhibition (viability loss, TRAIL sensitization), % at 10 µM; actives 1% (n = 360,000); AID 624354;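 active = compounds causing at least 50% loss of cell viability in the single-dose screen, relative to plate controls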
# COUP-TFII inh – NR2F2 (human) inhibition, primary screen | inhibition, % at 8.6 µM | actives 0.7% (n = 370,000) | HEK293T NGFI-A luciferase reporter, luminescence | P24468;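 active = inhibition above a per-plate cutoff, mean inhibition of test wells between control levels plus 3 SD, cut at about 38% in these data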;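 also: cells cotransfected with COUP-TFII expression vector driving the NGFI-A reporter; 0% = median of COUP-TF2 test wells and 100% = reporter-only cells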
# Starred values were filed as active, the others as inactive; / = no result given.
SMILES,NR5A2 inv ag,CF NFkB block,NCOA3 inh,TROY signal inh,KKLEB cytotox,TWEAK Fn14 block,NCOA1 inh,EBV LMP1 NFkB,NCOA2 inhibitor,C8 TRAIL sens,COUP-TFII inh
CC(C)(C)n1nnnc1C(c1ccc(F)cc1)N1CCC(C(N)=O)CC1 (stereo not drawn),14,-9,17,2,7,0,-8,-6,8,2,23
COc1cccc(C(=O)Nc2ccc(-c3nc4ccccc4o3)c(O)c2)c1,-19,-16,-27,21,-22,6,-32,-5,-12,10,-6
CC1=C(C(=O)N(C)C)CC(CC(=O)NC2CCCCC2)C(=O)N1CCC1=CCCCC1 (stereo not drawn),-75,-20,-53,-43,-3,0,-31,-22,-36,-11,-13
Cc1nc(C)c(C(=O)OCC(=O)Nc2ccccc2SCC#N)s1,10,-15,18,-13,-9,4,-6,1,-15,0,-1
NS(=O)(=O)c1ccc(CNS(=O)(=O)c2ccc3c(c2)OCCO3)cc1,7,-2,4,-14,9,-9,5,2,6,1,1
CC(=O)N1CCN(S(=O)(=O)c2cccc(C(=O)NNC(=O)Cn3ccc(C(F)(F)F)n3)c2)CC1,-2,-18,-4,5,7,-9,-34,4,-13,7,5
O=C(COC(=O)CC1CC2CCC1C2)Nc1c(F)cccc1F (stereo not drawn),-4,-1,8,-15,4,-69,4,6,-4,-2,-10
O=C(CCc1ccc(F)c(F)c1)NC1CCCN(Cc2ccc(Cl)cc2)C1 (stereo not drawn),7,-17,2,-7,-7,-12,-3,80*,3,0,3
O=C(CCc1ccccc1)NNC(=O)Nc1ccc(Br)cc1,-17,18,12,-32,-8,-21,-11,-9,-33,-16,-9
Cc1ccc(NC(=O)c2cnc(N3CCN(c4ccccn4)CC3)c3ccccc23)c(Br)c1,21,-13,27,68*,-17,93*,37,29,18,32,38*
Cc1cc(C)nc(NS(=O)(=O)c2ccc(NCN3C(=O)c4ccccc4C3=O)cc2)n1,-14,-23,-4,-7,15,-11,5,1,16,-11,11
Cc1ccc(C)c(COc2coc(CN3CCN(C(=O)c4ccco4)CC3)cc2=O)c1,17,4,-29,8,3,-1,-3,0,7,-12,14
Cc1nc(Sc2nnnn2C)c2c3c(sc2n1)CCC3,10,52*,7,23,-3,78*,-18,48*,25,5,-6
O=C(Cc1ccccc1)Nc1ccc2c(c1)CCC2,-54,-27,-46,-15,4,-12,-44,-17,-51,1,-35
O=S(=O)(c1ccc(Cl)cc1)N1CCC2(CC1)OCCN2S(=O)(=O)c1cccs1,9,5,13,21,-7,4,5,-6,4,-5,-3
Cc1ccc(Oc2cc(-n3nc(C)cc3C)ncn2)cc1,3,21,3,-33,-19,-7,-15,-8,-2,-6,-30
O=C(CC1=NC2(CCCC2)Cc2ccccc21)N1CCOCC1,27,5,2,3,9,16,7,-2,-13,-2,2
CCOc1ccc(-n2cc(-c3ccccc3)c3c(SC(C)C(=O)OC)ncnc32)cc1 (stereo not drawn),-6,9,4,7,3,-8,19,10,-14,6,-6
CCOc1ccccc1N(CC(=O)NC1CCCCC1)C(=O)CCC(=O)Nc1nccs1,4,-2,1,-3,-4,1,13,6,-11,-5,1
Cc1ccccc1NC(=S)NC(=O)CCc1ccccc1,-6,-5,11,-11,24,-11,-13,-2,-8,-7,6
COc1ccc(N2CCN(C(=O)c3ccc(COc4ccc5c(C)cc(=O)oc5c4)cc3)CC2)cc1,20,-5,7,8,0,0,-26,-1,-2,2,17
CCCN(CCC)Cc1c(C(=O)N/N=C/c2ccc(Br)cc2)nnn1-c1nonc1N,6,-5,-13,49,-4,-10,-13,-9,12,-1,-6
CC(C)CNC(=O)COc1cccc(C(=O)NCc2ccccc2)c1,25,-2,8,-12,12,4,0,-18,-19,0,11
O=S(=O)(Nc1nc2ccccc2nc1NCCN1CCOCC1)c1cccc(Cl)c1,3,7,-13,16,2,-2,-9,2,-2,-13,10
COc1ccc(CCNC(=O)CCNC(=O)c2ccc(Br)cc2)cc1OC,4,-1,9,-14,2,15,5,-20,-3,13,7
CC1CCN(S(=O)(=O)c2cn(CC(=O)Nc3cccc(C#N)c3)cn2)CC1,-2,-5,-10,12,-1,-8,3,3,-8,-12,-1
CCN(C(=O)CCc1nnc2ccc(NCc3ccco3)nn12)c1ccccc1,2,1,-20,9,14,42,-43,0,-4,-2,6
NC(Cc1c[nH]c2ccc(OCc3ccccc3)cc12)C(=O)O (stereo not drawn),-19,-13,18,-2,5,0,-12,0,-43,-22,18
COc1ccc(C(=O)c2ccc(OC)cc2O)c(O)c1,-104,18,-36,-21,-5,-25,-48,-18,-40,13,-14
CCOC(=O)Cn1c(=O)oc2cc(S(=O)(=O)N(C)Cc3ccccc3)ccc21,4,-4,18,-1,-4,0,-12,-3,10,-21,-3
COc1ccccc1C(=O)NC(=S)Nc1ccc(N2CCN(C(=O)c3ccco3)CC2)cc1,-2,-3,-2,45,-4,48,6,23,5,41,23
COc1ccc(-c2nnnn2C)cc1S(=O)(=O)NCCc1ccccc1,15,12,7,5,20,1,-6,0,3,7,0
COc1ccc(NC2=NC3(CCCCC3)N=C(N)N2)cc1,8,-17,8,7,-2,-11,-43,-6,-14,-13,6
CNC(=O)OCCSCCS(=O)(=O)c1ccc(Cl)cc1,6,-2,10,3,2,2,8,-17,-4,-5,18
NC(=O)CN(c1ccc([N+](=O)[O-])cc1)S(=O)(=O)c1ccccc1,0,0,-8,0,-4,-15,-7,5,23,0,-14
Cc1ccc(S(=O)(=O)c2ccc(Cl)cc2)cc1S(N)(=O)=O,8,-9,14,13,-16,2,9,-1,-7,7,-2
CC(C)c1ccc(Nc2nnc(SCC(=O)Nc3ncc(S(=O)(=O)c4ccc([N+](=O)[O-])cc4)s3)s2)cc1,-19,27,-7,-5,-34,-6,-24,-6,-21,76*,-8
C=CCSc1nc(N)c(C(=O)Nc2ccccc2OC)cc1C(=O)Nc1ccccc1,-2,9,-2,-32,-9,-18,5,11,-8,-10,-8
C=CCn1c(C2CC(=O)N(c3ccc(C)cc3)C2)nc2ccccc21 (stereo not drawn),-30,-16,-10,-3,1,-5,8,-3,0,7,-7
COC(=O)c1ccccc1NC(=O)CN1CCC(n2nnc3cc(C(F)(F)F)ccc32)CC1,0,16,2,21,4,3,-13,0,8,0,1

# Sorted by number of heavy atoms (low to high): some entries from above
SMILES,NR5A2 inv ag,CF NFkB block,NCOA3 inh,TROY signal inh,KKLEB cytotox,TWEAK Fn14 block,NCOA1 inh,EBV LMP1 NFkB,NCOA2 inhibitor,C8 TRAIL sens,COUP-TFII inh
C=CCn1c(C2CC(=O)N(c3ccc(C)cc3)C2)nc2ccccc21 (stereo not drawn),-30,-16,-10,-3,1,-5,8,-3,0,7,-7
C=CCSc1nc(N)c(C(=O)Nc2ccccc2OC)cc1C(=O)Nc1ccccc1,-2,9,-2,-32,-9,-18,5,11,-8,-10,-8
COc1ccccc1C(=O)NC(=S)Nc1ccc(N2CCN(C(=O)c3ccco3)CC2)cc1,-2,-3,-2,45,-4,48,6,23,5,41,23

# Continued:
SMILES,NR5A2 inv ag,CF NFkB block,NCOA3 inh,TROY signal inh,KKLEB cytotox,TWEAK Fn14 block,NCOA1 inh,EBV LMP1 NFkB,NCOA2 inhibitor,C8 TRAIL sens,COUP-TFII inh
Cc1cc2ncn(C(=O)c3c(-c4c(Cl)cccc4Cl)noc3C)c2cc1C,4,9,6,-14,-4,-2,-8,-23,4,-16,3
COc1cc(S(=O)(=O)Nc2ccccc2C(=O)N2CCCC2)ccc1NC(C)=O,-15,-2,-10,-10,-4,13,-9,-8,-11,-5,-7
CCCN(CCC)CCNC(=O)C1CCCN(S(=O)(=O)c2ccc3c(c2)oc(=O)n3C)C1 (stereo not drawn),-3,12,11,-10,-2,10,-1,-1,-6,-12,3
c1ccc2c(NCCc3c[nH]c4ccccc34)c3ccccc3nc2c1,7,-124,10,-47,-30,-8,-17,-56,-196,75*,-51
O=C(NC1CC1)c1c[nH]c2ccc(S(=O)(=O)Nc3cccc(C(F)(F)F)c3)cc2c1=O,17,-6,-22,4,-19,12,-3,7,-8,-4,-3
Cc1nn(CCCC(=O)Nc2sc3c(c2C#N)CCC3)c(C)c1[N+](=O)[O-],5,-14,12,8,-7,-14,9,5,-17,-11,-4
Cc1[nH]c(=O)[nH]c(=O)c1S(=O)(=O)Nc1ccc(Oc2ccccc2)cc1,-4,-4,15,14,-6,-18,-7,-6,9,-11,-11
COc1ccc(N2CCN(C(=O)c3cc(C)on3)CC2)cc1,11,1,4,16,2,7,3,6,-39,-8,8
CN(Cc1ccccc1)c1ccc(C(=O)O)cc1[N+](=O)[O-],16,-4,9,-37,0,26,-1,-8,-11,-5,-21
COc1ccccc1-c1nc2ccccc2c(=O)n1NC(=O)c1cccs1,4,13,11,8,1,-11,-2,-5,-11,-7,17
COc1ccccc1CN1CCN(C(c2ccccc2)c2ccccc2)CC1,8,-5,10,-8,12,0,-2,6,27,16,10
O=C(CNC(=O)c1ccco1)N=Nc1c(O)n(CCc2ccccc2)c2ccccc12,5,7,15,30,2,31,7,7,16,12,-50
Cc1cccc(-n2nnc(C(=O)NCc3ccco3)c2N)c1,-14,7,6,-20,-7,-18,-16,4,-17,3,-4
O=C(CCn1c(=O)oc2ccccc21)NC1=NCCS1,-13,4,4,2,-5,-26,-1,3,0,-10,-4
CCc1cc2c(=O)nc3n(c2s1)Cc1ccccc1/C3=C(/O)c1ccc(F)cc1,-19,-5,-27,-1,-8,100*,2,-9,6,11,-7
O=S(=O)(/N=C(/Nc1ccccc1)c1ccccc1)c1cccs1,-8,24,0,-6,-10,8,18,-6,4,1,-9
CCN(CCCNC(=O)C1CCN(S(=O)(=O)c2cnc[nH]2)CC1)c1ccccc1,13,-13,-6,0,6,-13,6,-5,-15,-14,3
CCOC(=O)c1c(NC(=O)c2ccc(N3C(=O)C4C5C=CC(C5)C4C3=O)cc2)sc2c1CCCC2 (stereo not drawn),0,11,-3,8,14,6,-2,15,10,21,-9
COc1cc(CO)ccc1OCC(=O)Nc1cccc2ccccc12,10,-38,10,-11,12,-29,-4,-11,8,-4,-6
Cc1cc(C)n2nc(C(=O)OCC(=O)NNC(=O)c3ccccc3)nc2n1,-37,19,-8,-15,-10,-13,-11,4,-1,4,9
O=c1c2ccccc2ncn1CCCCOc1ccccc1F,12,1,-18,-3,5,-2,-54,-28,-2,-5,2
CCCOc1ccc2c(c1)C(=NN=C(N)N)c1cc(OCCC)ccc1-2,-1,-2,1,-11,-13,8,-21,-13,-43,39,13
COC(=O)c1cc(CNC(=O)CCCSc2ccccc2)ccc1OC,-30,5,-29,-10,4,19,2,-9,-13,-8,-8
OC(COc1ccc2ccccc2c1Cl)CN1CCOCC1 (stereo not drawn),-48,-1,-58,-30,-2,-26,-52,-32,-30,15,-25
COc1ccc(C(=O)NC(=S)Nc2ccc3[nH]c(=O)[nH]c3c2)c(OC)c1,-25,-28,-35,-54,12,-11,-23,-6,-48,3,-32
Cc1ccc(C(=O)OCC(=O)NCc2ccco2)cc1S(=O)(=O)N1CCOCC1,-11,7,7,-9,-7,-7,1,3,-11,-6,11
COc1ccc(C(O)c2ncc(-c3ccccc3)[nH]2)cc1 (stereo not drawn),-12,-7,-27,-18,-1,-9,-19,/,2,0,8
COc1ccc(Cc2nc(-c3ccccn3)no2)cc1,-45,0,-57,-19,-3,-3,-60,-3,-17,-12,-16
CC1CC(C)CN(C(=O)CSc2nc3ccsc3c(=O)n2Cc2ccccn2)C1 (stereo not drawn),-22,4,-17,-38,-5,-8,-21,-33,-15,0,-3
